Screening results as filed in PubChem BioAssay.
VCAM1 TNFa inh = inhibitors of TNFa-induced VCAM1 expression, primary screen, imaging, HUVEC, TNFa stimulus, immunofluorescence. inhibition, % at 2 µM. actives 0.48% (n = 95,000). HUVEC TNFa-induced VCAM-1 immunofluorescence, high-content imaging;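 active = inhibition above the batch mean plus 3 SD, with images confirmed as a hit by eye, cut at about 37% in these data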;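 note: 0% = TNF-stimulated DMSO wells and 100% = unstimulated control wells; not every result past the cut was called active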
PTK2B oligo ant = antagonists of Pyk2 self-association, primary screen, Q293 cells, FERM NanoBiT luminescence, HTS; AID 1347419, 2020; Protein-tyrosine kinase 2-beta (Homo sapiens), Q14289; z-score (the deposit names both 25 µM and 10 µM); actives 0.83% (n = 99,000); active compounds read low;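 active = Z-score of -3 or lower, scaled per plate to the spread of control and sample wells; inactive = z-score above -3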;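 note: negative z-score means lost luminescence so less FERM oligomerization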
HUVEC inhibit = inhibitors of HUVEC proliferation, primary screen, cell-based, 384-well; CellTiter-Glo luminescence, 72 h; active compounds read low; viability, % at 10 µM (by protocol); actives 1.1% (n = 86,000);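 active = viability at or below 30%; inactive = viability above 30%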;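 note: 100% = median luminescence of DMSO-only cell control wells on each plate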
Smad3 inh = Smad3/FoxH1 peptide binding inhibitors, primary screen, biochemical, TR-FRET. inhibition, % at 25 µM. TR-FRET Smad3/Dy647-FoxH1 peptide binding, europium anti-His. actives 0.29% (n = 88,000). Mothers against decapentaplegic homolog 3 (Homo sapiens), P84022;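 active = compounds that reduce the energy-transfer binding signal between the protein and its labelled peptide by more than half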;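 note: 0% = Smad3 plus labelled peptide maximal FRET and 100% = peptide-only background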
Target sequence (P84022 whole entry, looked up): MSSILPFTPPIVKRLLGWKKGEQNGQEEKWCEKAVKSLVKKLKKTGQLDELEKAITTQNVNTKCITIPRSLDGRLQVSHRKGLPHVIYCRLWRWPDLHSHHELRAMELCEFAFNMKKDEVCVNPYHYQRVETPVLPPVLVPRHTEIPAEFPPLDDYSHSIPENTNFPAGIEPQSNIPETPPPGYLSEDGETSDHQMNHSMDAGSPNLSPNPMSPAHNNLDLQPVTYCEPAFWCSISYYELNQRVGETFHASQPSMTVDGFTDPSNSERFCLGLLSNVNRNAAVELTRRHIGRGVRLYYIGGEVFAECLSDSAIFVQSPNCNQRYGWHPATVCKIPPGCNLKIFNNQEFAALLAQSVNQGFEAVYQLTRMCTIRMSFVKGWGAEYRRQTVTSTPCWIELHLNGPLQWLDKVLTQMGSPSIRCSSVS
F-actin modifier = modifiers of F-actin cytoskeleton organization, primary screen, imaging, HUVEC, phalloidin staining, high-content imaging; HUVEC TNFa F-actin phalloidin imaging; inhibition, % at 2 µM; actives 0.18% (n = 91,000);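 active = inhibition above the batch mean plus 3 SD and confirmed as a hit by visual image inspection, cut at about 30% in these data, passing the limit was not always enough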; note: strong numbers were not always called active
HUVEC tox IL1B = cytotoxicity in IL-1B stimulated HUVEC, primary screen, cytotoxicity control for IL-1B NFkB translocation project, imaging, Hoechst nuclear count, IL-1B stimulus; HUVEC cell count loss; cell count reduction, % at 2 µM; actives 0.41% (n = 94,000); AID 845, 2007;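 active = cell count reduction more than 3 SD above the screen-wide mean, cut at about 70% in these data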;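 note: normalized per plate to untreated control cells as the no-loss baseline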
H69AR growth 86K = proliferation blockers of H69AR lung cancer cells, primary screen, cell-based, human, 86K library; viability, % at 10 µM; actives 6% (n = 85,000); AID 598, 2007; H69AR lung tumor viability, ATP luminescence, 72 h; active compounds read low;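 active = viability at or below 40%; inactive = viability above 40%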;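 note: multidrug resistant small cell line overexpressing MRP-1 efflux transporter; 100% = mean luminescence of untreated control wells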
HUVEC tox TNFa = cytotoxicity in TNFa-stimulated HUVEC, primary screen, cytotoxicity control for VCAM1 expression modulator project, imaging, Hoechst nuclei count. actives 0.17% (n = 93,000). cell count reduction, % at 2 µM. HUVEC TNFalpha-stimulated, Hoechst cell count;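 active = cell count reduction exceeding the screen mean by over 5 SD, scaled to untreated wells per plate, cut at about 78% in these data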;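 note: cells counted after 24 h of TNF alpha exposure following the 1 h pretreatment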
Lung fibro prol = antiproliferative effect on LL 47 fibroblasts – human, LL 47 cells, CellTiter-Glo luminescence, primary screen; viability, % at 10 µM; actives 1.1% (n = 85,000); LL 47 human lung fibroblast viability, ATP luminescence; active compounds read low;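 active = viability at or below 50% in the single dose screen; inactive = viability above 50%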;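 note: compound exposure lasted 72 h before the ATP readout; 100% = median luminescence of untreated cell-only wells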
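Test system: LL 47 human lung fibroblasts; Quantity: 1,150 cells/well; Buffer or medium: IMEM plus 15% FBS; Dosing: tenfold compound dosing solution, DMSO at 0.1%; Timing: overnight cell rest, 72 h compound treatment at 37 °C; Detection: ATP-based CellTiter-Glo luminescent readout; Read-out basis: viability percentage against median untreated-cell control; Controls: cell-only wells, no compound.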
* hit, by the source's call; . = no result given; [ ] = dose if it differs, or a comment. This is a subset (hit frequency here may not be typical).

Every second line gives: VCAM1 TNFa inh	PTK2B oligo ant	HUVEC inhibit	Smad3 inh	F-actin modifier	HUVEC tox IL1B	H69AR growth 86K	HUVEC tox TNFa	Lung fibro prol
Cc1ccccc1C(=O)NNC(=O)C(=O)Nc1cccc(Cl)c1C
    -7.9	-0.21	.	.	0.4	-23.3	.	-7.8	.
COc1cccc(-n2c(Cc3cc(=O)[nH]c(=O)[nH]3)nnc2SCC(=O)N2CCCCCC2)c1
    17.9	.	99.8	3.2	11.4	-16.5	93.7	-24.6	89.6
c1ccc(Cc2ccc(OCCn3cncn3)cc2)cc1
    13.8	-0.02	97.1	9.2[fluorescence artefact?]	13.4	-27.6	99.9	-19.4	95.4
Cc1ccc(C)c(OCC(=O)Nc2ccc(S(=O)(=O)N3CCN(C)CC3)cc2)c1
    6.5	1.08	83.8	8.1	-6.5	-12.0	92.0	-39.5	100.9
CCOc1ccccc1C(=O)N1CCN(c2cccc(Cl)c2)CC1
    83.8*	0.84	30.3	-0.3	-5.1	36.3	30.6*	72.9	57.0
CC(=O)c1cn(CC(=O)NCc2ccc3c(c2)OCO3)c2ccccc12
    16.0	-0.03	87.7	6.7	17.2	-30.1	82.0	9.2	89.4
CCOc1ccc(C(C)=O)cc1CN1C(=O)NC2(CCCCC2C)C1=O (stereo not drawn)
    -4.1	-0.38	101.9	6.3	30.6	9.4	77.0	-20.9	90.7
O=C(Cc1csc(Nc2nc(=S)[nH]c3ccccc23)n1)NCc1ccccc1Cl
    3.6	1.34	.	.	-5.9	-7.1	.	-1.0	.
CC1CCCC(NC(=O)COC(=O)c2ccc(S(=O)(=O)N3CCOCC3)cc2)C1C (stereo not drawn)
    -10.9	1.4	98.2	-10.6	20.3	0.0	103.4	-15.9	101.5
CCC(C(=O)N1CCOCC1)n1c(C(=O)OC)cc2occc21 (stereo not drawn)
    -3.0	0.16	89.3	-6.1	-26.7	-9.1	87.0	-2.5	100.7
COC(=O)Nc1ccc(S(=O)(=O)N(C)CC(F)(F)C(F)F)cc1
    -17.2	-0.77	100.9	7.7	-20.4	29.2	80.3	-24.8	93.2
CCC(C)(c1ccc(C(=O)OC)s1)c1ccc(C(=O)OC)s1
    5.6	-1.5	81.7	-0.1	27.6	0.0	98.5	-6.7	95.9
CC(=O)Nc1ccc(S(=O)(=O)N2CCN(Cc3cccnc3)CC2)cc1
    14.1	0.25	97.4	4.3	-13.0	-11.5	110.3	-2.3	110.5
Cc1ccn2cc(CNS(=O)(=O)c3ccc(Cl)s3)nc2c1
    -4.7	.	89.7	3.5	-4.3	-11.1	92.5	-5.5	95.7
CCN(CC)S(=O)(=O)c1cccc(C(=O)N[C@H](C(=O)OCC(=O)Nc2ccccc2)C(C)C)c1
    11.6	-1.15	88.3	19.6	-5.2	0.0	79.2	-8.5	98.0
CCCn1c(SCc2ccccn2)nc2c1c(=O)n(C)c(=O)n2C
    .	-0.18	96.9	4.2	.	.	89.8	.	92.9
O=C1C2C3c4ccccc4C(c4ccccc43)C2c2nc3ccccc3n21 (stereo not drawn)
    -5.2	0.69	94.5	7.4	7.0	-43.3	82.6	-3.8	102.9
Brc1ccc2ncnc(Nc3ccc(N4CCOCC4)cc3)c2c1
    23.8	-1.1	44.1	28.7	-9.8	-14.2	46.2	-14.1	73.2
N#Cc1ccc(OCCN2C(=O)NC3(CCSC3)C2=O)cc1 (stereo not drawn)
    -28.7	-0.19	95.6	2.4	15.7	-0.4	84.8	-14.7	98.0
CC1CCN(C(=O)CN2C(=O)c3ccccc3S2(=O)=O)CC1
    -2.9	0.45	86.5	-1.7	13.0	0.0	100.5	-24.5	103.8
COc1ccc(S(=O)(=O)N2CCC(C(=O)N3CCc4ccccc4C3)CC2)cc1Cl
    3.8	-0.7	78.7	6.3	10.7	-20.6	41.3	2.1	95.1
COc1ccc(/C=C/C(=O)c2ccccc2)cc1COc1ccccc1F
    -1.7	-0.1	.	.	-8.4	-1.3	.	3.0	.
COc1ccccc1-n1cnc2cc(NS(=O)(=O)c3ccc(Br)cc3)ccc21
    -0.5	-3.28*	73.6	0.9	-5.0	-74.4	73.3	-13.2	93.7
COc1ccc(C(=O)N2CCN(C(=O)c3ccco3)CC2)cc1
    .	0.34	90.2	4.1[fluorescence artefact?]	.	.	97.6	.	103.8
O=C1C(C=NCc2ccncc2)=C(O)c2ccccc21
    5.4	-0.01	90.5	13.3	.	-5.7	97.3	-0.8	96.7
Cc1cccc(NC(=S)N2CCC(N(C)CC3CCCO3)CC2)c1C (stereo not drawn)
    1.9	0.03	97.7	3.6	4.8	-7.3	96.1	-7.5	97.4
COc1cc(-c2noc(-c3ccco3)n2)cc(OC)c1OC
    .	-1.41	100.9	-0.8	.	.	82.1	.	109.9
O=C(O)C1Cc2ccccc2CN1C(=O)c1ccccc1Cl (stereo not drawn)
    -16.7	-1.07	99.2	1.7	-6.2	-95.6	97.8	-10.2	102.6
CC(C)NC(=O)CC(=O)N/N=C/c1ccccc1F
    2.9	-0.11	.	.	-3.4	-31.3	.	-15.0	.
O=C(CSc1cn(CCNC(=O)c2ccc3ccccc3c2)c2ccccc12)NCc1ccco1
    15.6	.	61.9	5.1	14.2	-17.7	9.6*	-15.5	98.3

Single records, as listed above.
Results for CC(C)NC(=O)CC(=O)N/N=C/c1ccccc1F = VCAM1 TNFa inh: 2.9; PTK2B oligo ant: -0.11; HUVEC inhibit: .; Smad3 inh: .; F-actin modifier: -3.4; HUVEC tox IL1B: -31.3; H69AR growth 86K: .; HUVEC tox TNFa: -15.0; Lung fibro prol: .
Results for Cc1cccc(NC(=S)N2CCC(N(C)CC3CCCO3)CC2)c1C (stereo not drawn) = VCAM1 TNFa inh: 1.9; PTK2B oligo ant: 0.03; HUVEC inhibit: 97.7; Smad3 inh: 3.6; F-actin modifier: 4.8; HUVEC tox IL1B: -7.3; H69AR growth 86K: 96.1; HUVEC tox TNFa: -7.5; Lung fibro prol: 97.4

New compounds follow:
Every second line gives: VCAM1 TNFa inh	PTK2B oligo ant	HUVEC inhibit	Smad3 inh	F-actin modifier	HUVEC tox IL1B	H69AR growth 86K	HUVEC tox TNFa	Lung fibro prol
CCC(C)(C)n1nnnc1C(c1ccc2ncccc2c1)N1CCCC(C)C1 (stereo not drawn)
    25.9	-0.82	94.7	-3.2	4.9	-23.1	66.5	-0.4	.
O=C(NCCCn1ccnc1)Nc1ccc(Cl)c(Cl)c1
    -14.6	-0.83	.	.	3.6	-1.7	.	-27.3	.
c1ccc(-c2csc3ncnc(-n4cnc5ccccc54)c23)cc1
    11.9	-0.14	.	.	0.8	-33.3	.	5.1	.
COC(=O)c1ccc(CSc2nc3ccccc3c(=O)n2-c2ccc(OC)c(OC)c2)o1
    14.4	-0.5	101.0	11.1	0.2	-37.7	94.1	-14.2	111.2
CCOCCCNC(=O)c1c(C)[nH]c(C(=O)OCC)c1C
    7.2	3.48	97.8	-8.2	-7.2	14.7	91.9	-24.0	105.0
COc1ccc(NC(=O)C2CCC(=O)N2)cc1 (stereo not drawn)
    18.7	0.39	93.3	-5.8	-1.9	13.2	96.2	19.3	96.5
CC1CCN(S(=O)(=O)c2ccc3ccccc3c2)CC1
    -9.6	-2.44	88.8	-0.1	1.8	-17.9	81.8	-13.0	96.5
COc1ccc(N(CC(=O)NC2CCCCCC2)S(=O)(=O)c2c(C)nn(C)c2C)cc1
    5.5	-1.06	103.6	-3.3	-10.2	-33.0	90.3	6.5	98.0
c1cc2c(cc1C1CCCN1)OCCCO2 (stereo not drawn)
    -3.0	0.61	94.8	16.6	23.9	-10.8	98.3	-8.5	111.9
O=S(=O)(c1ccc2ccccc2c1)N1CCN(C2CCN(Cc3ccccc3)CC2)CC1
    0.6	-0.15	99.0	5.3	-3.9	-1.6	65.7	7.0	95.2
Cc1c(C)[n+](=O)c(-c2cccs2)c(C)n1[O-]
    1.0	-0.22	101.6	5.6	-1.9	-30.9	104.0	-29.9	95.1
O=S(=O)(Nc1ccc2c(c1)OCCO2)c1cnc[nH]1
    .	-0.51	100.2	-5.3[fluorescence artefact?]	.	.	101.1	.	103.2
COc1ccc(S(=O)(=O)n2nc(OC(=O)c3cccs3)cc2N)cc1
    17.8	-0.21	.	.	.	-3.8	.	-11.0	.
CCOCc1cnc(C)nc1NCC(=O)c1c(C)[nH]c2ccccc12
    -6.7	-0.13	92.7	6.2	1.9	-8.8	73.0	-4.8	97.8
Cc1ccc(CNC(=O)C2CNc3cc(C)ccc3O2)cc1 (stereo not drawn)
    14.6	0.79	84.0	-1.8	-41.6	25.2	88.2	13.1	96.6
NS(=O)(=O)c1ccc(NC(=O)CSc2nnc(Cc3cccs3)n2-c2ccccc2)cc1
    8.5	-0.52	63.0	-2.6	0.9	-45.6	81.2	-27.6	97.1
CN1CCN(CCCNC(=O)c2cn(C3CCCCC3)c(=O)c3c2c2ccccc2n3C)CC1
    14.8	0.7	95.3	1.9	-8.1	-27.0	88.0	-21.3	94.5
CC(C)OC(=O)c1cc2ccccc2oc1=O
    11.1	-0.32	101.7	2.0	0.1	14.7	96.2	-19.0	112.0
CN(C(=O)COC(=O)c1ccccc1Nc1ccccc1)C1CCS(=O)(=O)C1 (stereo not drawn)
    -1.6	0.26	95.4	6.2	3.4	7.9	83.6	-7.3	104.2
CCOC(=O)CCN(Cc1sccc1C)S(=O)(=O)c1ccc(F)cc1
    2.1	-0.09	99.4	10.3	-2.0	.	96.8	-5.1	96.4
CC(=O)Nc1c(O)[nH]c2ccccc12
    13.0	0.41	101.6	4.2	2.8	-48.9	104.3	-15.0	101.7
OCCN(Cc1ccccc1)CC1CC=CCC1 (stereo not drawn)
    20.8	-0.98	89.7	13.3	.	-66.7	95.6	-25.3	100.4
CC(C)(C)n1nc(-c2ccc(F)cc2)c2c(N)ncnc21
    -10.5	0.77	.	.	8.5	-1.5	.	-15.7	.
COC(=O)C1CCN(C(=O)Cc2ccc(C)cc2)CC1
    -0.6	0.93	105.1	-8.1	6.3	-3.6	107.3	-3.3	103.5
CCOC(=O)CSc1nnc(-c2ccccc2NC(=O)c2ccccc2)o1
    1.5	-0.35	85.6	-1.4[fluorescence artefact?]	39.3	-18.0	87.8	-12.3	93.4
CCOC(=O)/C(=C\c1ccccc1)C(=O)c1cc(C(C)=O)c(Nc2ccccc2)s1
    -67.6	-3.05*	3.8*	11.3	-16.7	.	2.1*	-12.9	19.3*
CC(C)(C)c1ccc(S(=O)(=O)N2CCCC2C(=O)NC2=NCCS2)cc1 (stereo not drawn)
    -1.4	0.74	109.8	10.1	-7.2	-3.9	91.2	-10.1	92.2
CCCC(=O)CN1C(=O)C2(OCCO2)c2ccccc21
    .	-0.01	114.6	7.2	.	.	102.0	.	104.2
Cc1ccccc1NC(=S)NC1CC2CCC(C1)N2Cc1ccco1 (stereo not drawn)
    23.4	-0.34	.	.	-6.8	8.6	.	3.3	.
